Bioassay records as filed in PubChem BioAssay.
GSK3B inh: human GSK3beta kinase inhibition; P49841; GST-GSK3beta kinase, ADP-Glo luminescence, 60 min; stronger effect = lower value; activity score (negative = inhibition), % at 10 µM; 0.038% of 300,000 active;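 active means more than half of replicate wells score below -50%, meaning over 50% inhibition versus plate controls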;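 further: 0% = median DMSO wells and -100% = median GW8510 positive control wells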
Target sequence (P49841 whole entry, looked up): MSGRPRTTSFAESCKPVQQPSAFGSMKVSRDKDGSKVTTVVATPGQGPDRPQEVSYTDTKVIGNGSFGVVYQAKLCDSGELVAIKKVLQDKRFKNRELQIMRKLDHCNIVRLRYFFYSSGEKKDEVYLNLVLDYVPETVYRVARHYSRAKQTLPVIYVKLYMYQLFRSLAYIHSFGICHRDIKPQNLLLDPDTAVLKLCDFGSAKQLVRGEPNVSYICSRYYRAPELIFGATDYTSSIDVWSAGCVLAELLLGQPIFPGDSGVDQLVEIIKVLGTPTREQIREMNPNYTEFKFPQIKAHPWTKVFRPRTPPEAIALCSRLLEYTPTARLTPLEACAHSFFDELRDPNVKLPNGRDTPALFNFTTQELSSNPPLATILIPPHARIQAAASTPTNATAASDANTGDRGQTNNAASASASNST
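Test system: GST-tagged human GSK3beta kinase, cell-free; evaluation: activity score scaled between in-plate DMSO and GW8510 controls; measured by: ADP-Glo luminescence; incubation: 60 min reaction, RT; benchmarks: DMSO and 20 µM GW8510; reagent: peptide substrate plus 25 µM ATP (final); medium: Tris/MgCl2 kinase buffer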
IEC-6 tox: counter-screen for KLF5 inhibitors: cytotoxicity in IEC-6 cells. IEC-6 cytotoxicity, luminescence viability. inhibition, % at 5 µM. 0.78% of 290,000 active. AID 1825; in the data active means inhibition above about 22%;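 further: 0% = plate median of test compound wells and 100% = cytotoxic reference compound wells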
HSF1 inh: HSF1 inhibition; NIH3T3-HGL HSE-luciferase, MG132-induced, luminescence 8 h; stronger effect = lower value; activity change, negative = inhibition, % at 7.5 µM (by protocol); 0.77% of 300,000 active;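 active means more than half of replicate wells show activity change below -50%, luminescence cut by over half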;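 further: luciferase reports HSF-1 transcriptional activity via heat shock element; 0% = median of DMSO wells and -100% = zero luminescence signal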
Platelet DG rel: platelet dense granule release activity. human platelet-rich plasma, SFLLRN dense granule ATP release, luminescence. inhibition, %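 (compounds screened at 7.5 µM in platelet-rich plasma)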. 0.22% of 300,000 active. AID 1663;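 active means mean replicate score, as percent of positive control, at or above 50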
aSyn 5UTR inh: MLPCN primary screen, SNCA 5' untranslated region; alpha-synuclein 5'UTR reporter, inhibitor activity; inhibition, % (tested at 7.5 µM); 0.82% of 300,000 active; in the data active means inhibition above about 60%;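 further: H4 neuroglioblastoma cells stably carrying SNCA 5'UTR luciferase fusion; 0% = DMSO wells and 100% = positive control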
KLF5 inhibitor: suppresses KLF5 promoter-driven expression; 0.23% of 290,000 active; DLD-1 KLF5 promoter-luciferase reporter, luminescence; inhibition, % at 5 µM;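 active means inhibition above a per-plate limit of that plate's mean compound inhibition plus 3 SD, cut at about 60% in these data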;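 further: 0% = DMSO wells and 100% = LY294002 at 200 µM; higher means less KLF5 promoter-driven luciferase light; inactives centre near -14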
HSF-1 act: increases HSF-1 driven luciferase reporter signal; AID 504408; 1.7% of 300,000 active; NIH3T3-HGL HSF-1 luciferase reporter, MG132, 8 h; 100% = twice DMSO control signal; activation, % at 9 µM;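 active means mean replicate activation of at least 50% with a set share of replicates each reaching 50%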;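 further: 0% = median of the neutral control wells and 100% = twice that signal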
GSK3A inh: blocks human GSK-3 alpha kinase | P49840 | ADP-Glo luminescence, 60 min | 0.1% of 320,000 active | inhibition, % at 10 µM;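 in the data active means inhibition above about 50%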;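 further: GST-tagged GSK-3 alpha with peptide substrate and 25 µM ATP; 0% = DMSO neutral wells and 100% = GW8510 positive control wells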
Target sequence (P49840 whole entry, looked up): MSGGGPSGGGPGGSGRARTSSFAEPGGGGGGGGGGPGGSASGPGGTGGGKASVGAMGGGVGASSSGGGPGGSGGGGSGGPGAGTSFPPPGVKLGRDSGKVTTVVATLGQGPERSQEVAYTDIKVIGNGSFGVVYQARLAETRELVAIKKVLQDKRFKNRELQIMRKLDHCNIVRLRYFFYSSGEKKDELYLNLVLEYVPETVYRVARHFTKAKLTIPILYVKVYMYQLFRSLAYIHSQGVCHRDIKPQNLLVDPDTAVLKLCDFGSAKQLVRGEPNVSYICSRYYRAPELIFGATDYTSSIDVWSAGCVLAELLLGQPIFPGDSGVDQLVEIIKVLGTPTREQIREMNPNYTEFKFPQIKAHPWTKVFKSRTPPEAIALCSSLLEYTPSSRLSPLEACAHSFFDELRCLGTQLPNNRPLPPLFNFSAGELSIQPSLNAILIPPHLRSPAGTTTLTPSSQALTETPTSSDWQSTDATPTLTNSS
Dyrk1A ADPGlo: Dyrk1A (rat) kinase inhibition; Q63470; 0.43% of 310,000 active; ADP-Glo luminescence, NFATc1 peptide; inhibition, % at 12.5 µM; in the data active means inhibition above about 50%;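 further: plate controls were vehicle with enzyme for no effect and no enzyme for full effect; many of its hits are not listed in these tables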
HSP90 inh: HSP90 refolding inhibition in rabbit reticulocyte lysate; luciferase refolding luminescence, 3 h; inhibition, % at 5.6 µM; 0.91% of 290,000 active;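 active means inhibition above the screen-wide mean plus 3 SD, computed separately per campaign, cut at about 16% in these data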;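 further: 0% = DMSO wells and 100% = 60 µM geldanamycin wells; inhibitors lower the luminescence because luciferase stays unfolded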
* = called active by the depositor; · = no result given. Some of the compounds tested; the hit share may differ from the screen's.

#1 COc1cc(OC)cc(C(=O)NC(C(=O)O)C23CC4CC(CC(C4)C2)C3)c1 (centres undefined)
#2 COc1ccccc1OC(=O)Nc1ccc(Cl)cc1
#3 Cc1ccccc1S(=O)(=O)Oc1ccccc1C(=O)Oc1ccccc1
#4 COCCn1c(Sc2nc(C)cs2)nc2c1c(=O)[nH]c(=O)n2C
#5 COc1ccc(NC(=O)NC2CCCc3ccccc32)c(OC)c1 (centres undefined)

compound no.,1,2,3,4,5
GSK3B inh,3,-5,0,2,1
IEC-6 tox,-4,0,0,-8,2
HSF1 inh,12,12,9,0,8
Platelet DG rel,-3,0,-12,2,46
aSyn 5UTR inh,0,-83,2,17,1
KLF5 inhibitor,-13,-32,-16,-5,-45
HSF-1 act,29,13,14,-1,4
GSK3A inh,-5,-2,2,·,1
Dyrk1A ADPGlo,0,0,2,-1,-1
HSP90 inh,-2,0,0,-3,1

#6 O=C(/C=C/c1c(Cl)cccc1Cl)N1CCN(c2ncccn2)CC1
#7 Cc1cc(=O)oc(C)c1C(=O)NC1CC(C)(C)NC(C)(C)C1
#8 COc1ccc(C2C(C(=O)c3ccco3)=C(O)C(=O)N2CCN2CCOCC2)cc1 (centres undefined)
#9 Cc1csc(SCC(=O)NC(=O)Cc2ccccc2)n1
#10 CCOC(=O)c1ccc(S(=O)(=O)N2CCC(C(=O)O)CC2)cc1

compound no.,6,7,8,9,10
GSK3B inh,0,-1,0,0,-4
IEC-6 tox,-4,-4,-5,0,-5
HSF1 inh,0,·,9,-9,1
Platelet DG rel,5,-2,0,-5,17
aSyn 5UTR inh,1,16,-3,-3,-5
KLF5 inhibitor,-45,-11,-14,-27,-30
HSF-1 act,-5,·,8,13,2
GSK3A inh,-1,4,-1,-1,-3
Dyrk1A ADPGlo,8,11,2,-10,6
HSP90 inh,1,4,-1,-2,-3

#11 Cc1ccc(OCC(=O)Nc2ccc(S(=O)(=O)N3CCN(C)CC3)cc2)cc1
#12 C/C(=N\N=C1\NC(=O)CC(C(=O)O)S1)c1cccs1 (centres undefined)
#13 CCN(CC)CCNc1ncnc2c1sc1nc(N3CCCC3)c3c(c12)CC(C)(C)OC3
#14 Brc1ccc(Sc2cnc3ccccc3n2)cc1
#15 C=C1CCN(C(C(=O)OC)C(C)C)S(=O)(=O)c2ccccc21 (centres undefined)

compound no.,11,12,13,14,15
GSK3B inh,-4,-5,-8,-3,4
IEC-6 tox,-2,1,-5,-4,·
HSF1 inh,-2,-1,4,9,-6
Platelet DG rel,1,-1,7,3,4
aSyn 5UTR inh,9,-22,4,-77,7
KLF5 inhibitor,-12,-8,-31,-13,·
HSF-1 act,-11,-7,-4,16,-6
GSK3A inh,4,-8,3,3,2
Dyrk1A ADPGlo,-5,1,5,13,-3
HSP90 inh,-3,-1,-1,0,·

#16 Cc1cccc(-c2nc(C#N)c(NCC3CCCO3)o2)c1 (centres undefined)
#17 CC(=O)N1CCN(c2nc3ccc(Br)cc3s2)CC1
#18 Cc1ccccc1OCc1nc2ccccc2c(=O)n1/N=C/c1cn[nH]c1-c1ccccc1
#19 O=C(C1CC1)N1c2ccccc2Sc2ccccc21
#20 CC(=O)NC(NC(=S)N1CCCCCC1)C(Cl)(Cl)Cl (centres undefined)

compound no.,16,17,18,19,20
GSK3B inh,-2,-3,-7,-3,-5
IEC-6 tox,2,-6,-4,3,7
HSF1 inh,-2,14,-5,-2,-1
Platelet DG rel,-3,6,-13,6,-2
aSyn 5UTR inh,-112,-158,2,1,19
KLF5 inhibitor,-59,-142,-49,-2,-27
HSF-1 act,11,28,-23,-7,3
GSK3A inh,-1,0,·,-2,6
Dyrk1A ADPGlo,4,4,8,5,-6
HSP90 inh,1,-11,1,2,3

In the list so far, these have an aryl thioether with sulfur outside any ring.
#4 COCCn1c(Sc2nc(C)cs2)nc2c1c(=O)[nH]c(=O)n2C
#9 Cc1csc(SCC(=O)NC(=O)Cc2ccccc2)n1
#14 Brc1ccc(Sc2cnc3ccccc3n2)cc1

compound no.,4,9,14
GSK3B inh,2,0,-3
IEC-6 tox,-8,0,-4
HSF1 inh,0,-9,9
Platelet DG rel,2,-5,3
aSyn 5UTR inh,17,-3,-77
KLF5 inhibitor,-5,-27,-13
HSF-1 act,-1,13,16
GSK3A inh,·,-1,3
Dyrk1A ADPGlo,-1,-10,13
HSP90 inh,-3,-2,0

The listing continues.
#21 CC1Cc2ccccc2N1CC(=O)Nc1ccc2c(c1)OCO2 (centres undefined)
#22 CC(NC(=O)c1cnc2n(c1=O)CCS2)c1ccccc1 (centres undefined)
#23 O=C(NNC1CC(=O)N(c2ccc(Cl)cc2)C1=O)c1ccccn1 (centres undefined)
#24 CCCn1c(SCC(=O)Nc2c(C)cccc2C)nnc1C(C)C
#25 CCOc1ccccc1C(=O)N(CN1CCCC1=O)c1ccc(C)c(Cl)c1

compound no.,21,22,23,24,25
GSK3B inh,-1,3,4,-1,-2
IEC-6 tox,0,2,4,-2,-5
HSF1 inh,0,3,6,0,15
Platelet DG rel,-7,-5,1,·,-3
aSyn 5UTR inh,-15,-2,-2,-1,-16
KLF5 inhibitor,-17,1,-13,-23,-18
HSF-1 act,-4,-8,9,-7,-3
GSK3A inh,15,-1,1,-1,-2
Dyrk1A ADPGlo,-2,-4,6,5,-8
HSP90 inh,-1,2,-2,-2,1

#26 COc1ccc(C(=O)N/C(=C/c2cccs2)C(=O)NC(C)(C)C)cc1OC
#27 CCOc1ccc(C(=O)COC(C)=O)cc1
#28 CCOC(=O)C(CC)(CC)/C(C)=N/NC(=O)CC#N
#29 COc1ccc(S(=O)NC2CCCCC2)c(OC)c1C (centres undefined)
#30 CC1CCCN(C(=O)c2sc3cc([N+](=O)[O-])ccc3c2Cl)C1 (centres undefined)

compound no.,26,27,28,29,30
GSK3B inh,0,1,0,1,0
IEC-6 tox,-1,0,5,1,-4
HSF1 inh,6,-2,8,-4,-5
Platelet DG rel,5,11,-6,10,-16
aSyn 5UTR inh,13,-16,3,-7,-26
KLF5 inhibitor,8,-9,-34,-34,-23
HSF-1 act,-6,-11,43,0,-11
GSK3A inh,-1,0,3,-4,·
Dyrk1A ADPGlo,-2,9,-4,-1,14
HSP90 inh,2,10,1,1,-5

Ordered by SMILES length (smallest number first): three of the compounds above
#27 CCOc1ccc(C(=O)COC(C)=O)cc1
#29 COc1ccc(S(=O)NC2CCCCC2)c(OC)c1C (centres undefined)
#28 CCOC(=O)C(CC)(CC)/C(C)=N/NC(=O)CC#N

compound no.,27,29,28
GSK3B inh,1,1,0
IEC-6 tox,0,1,5
HSF1 inh,-2,-4,8
Platelet DG rel,11,10,-6
aSyn 5UTR inh,-16,-7,3
KLF5 inhibitor,-9,-34,-34
HSF-1 act,-11,0,43
GSK3A inh,0,-4,3
Dyrk1A ADPGlo,9,-1,-4
HSP90 inh,10,1,1

More records
#31 CC(=O)c1ccccc1C(=O)NCc1cccnc1
#32 Clc1ccc(-c2nc3ccccc3n2OCc2ccccc2)cc1
#33 COc1ccc(C2NC(=O)NC(c3ccccc3)=C2c2nc3ccccc3s2)cc1 (centres undefined)
#34 Cc1ccc2nc(C)c(C(=O)N/N=C/c3cccs3)n2c1
#35 Cn1cc(Cl)c(C(=O)OCC(=O)Nc2ccc(S(N)(=O)=O)cc2)n1

compound no.,31,32,33,34,35
GSK3B inh,2,1,-5,0,4
IEC-6 tox,1,-8,1,20,0
HSF1 inh,-9,13,10,4,-2
Platelet DG rel,16,3,3,1,1
aSyn 5UTR inh,31,-34,19,-23,-9
KLF5 inhibitor,-15,-9,12,3,-4
HSF-1 act,-6,49,10,15,-5
GSK3A inh,-2,-1,-1,-3,·
Dyrk1A ADPGlo,-3,-5,-1,1,2
HSP90 inh,-1,-1,7,-2,1

#36 O=C(c1noc2c1CCc1ccccc1-2)N1CCCc2ccccc21
#37 O=C(Nc1cccc(O)c1)c1ccc(Br)c(S(=O)(=O)N2CCCCC2)c1
#38 COC(=O)c1ccc(-n2nnnc2SCC(=O)Nc2ccccc2OC)cc1
#39 Cc1ccc(S(=O)(=O)N2CCN(C(=O)c3ccc(Br)o3)CC2)c(C)c1
#40 Nn1c(SCc2cc([N+](=O)[O-])cc3c2OCOC3)nnc1-c1cccnc1

compound no.,36,37,38,39,40
GSK3B inh,2,0,-1,-5,0
IEC-6 tox,0,1,-2,-5,0
HSF1 inh,2,-3,7,3,-3
Platelet DG rel,-1,10,-4,-6,7
aSyn 5UTR inh,-51,-70,-32,9,-5
KLF5 inhibitor,-38,-51,-32,6,-5
HSF-1 act,31,-15,1,8,4
GSK3A inh,2,-1,-1,-4,4
Dyrk1A ADPGlo,1,6,2,-5,-3
HSP90 inh,2,0,2,-2,-2

#41 COc1cccc(COC(=O)c2c(C)nn(-c3ccccc3)c2Cl)c1OC
#42 CCN(CC)CCNC(=O)c1c(C)n(-c2ccccc2)c2cc(Br)c(OC)cc12
#43 CCOC(=O)C1=C(c2ccccc2)NC(=O)NC1c1cc(OC)c(O)c([N+](=O)[O-])c1 (centres undefined)
#44 CC(C)[C@H](NC(=O)NCc1ccc(F)cc1)C(=O)O
#45 Cc1ccc(C(C2C(=O)CC(C)(C)CC2=O)C2C(=O)CC(C)(C)CC2=O)s1

compound no.,41,42,43,44,45
GSK3B inh,2,-1,-4,1,·
IEC-6 tox,6,2,5,-2,-4
HSF1 inh,-3,-4,1,-2,-7
Platelet DG rel,7,0,-13,16,0
aSyn 5UTR inh,-4,-32,8,-1,-6
KLF5 inhibitor,-25,0,-38,-30,-7
HSF-1 act,-7,0,-8,0,-6
GSK3A inh,0,0,·,-3,-2
Dyrk1A ADPGlo,-4,7,-4,3,1
HSP90 inh,0,3,0,5,2

#46 Cc1n[nH]c(C)c1S(=O)(=O)N1CCC(C(=O)O)CC1
#47 O=C(NCC(=O)N1CCN(c2ccccc2)CC1)c1cccs1
#48 OCCNc1nc(-c2ccccc2)c2cc(Cl)ccc2n1
#49 O=C(NNS(=O)(=O)c1ccccc1[N+](=O)[O-])c1ccc(O)cc1
#50 O=C(CCNC(=O)c1ccc([N+](=O)[O-])cc1)NNC(=O)c1ccncc1
#51 CC(C)CN(C(=O)Cn1c(Cl)nc2c1c(=O)n(C)c(=O)n2C)C1CCS(=O)(=O)C1 (centres undefined)

compound no.,46,47,48,49,50,51
GSK3B inh,0,3,0,2,1,0
IEC-6 tox,0,-5,2,-3,2,·
HSF1 inh,-5,2,0,2,-1,0
Platelet DG rel,-4,-1,1,-5,6,-3
aSyn 5UTR inh,-2,-51,44,-28,5,7
KLF5 inhibitor,10,-35,-47,-53,-6,·
HSF-1 act,-7,17,-16,-3,-9,-8
GSK3A inh,-1,-3,-7,0,0,-4
Dyrk1A ADPGlo,6,-9,3,4,1,·
HSP90 inh,-1,-4,-3,-1,-2,·
